Screening results: PubChem, several laboratories
M4 ag: agonists of human muscarinic M4 receptor (CHRM4) | P08173 | AID 624127 | hit rate 0.14% among 360,000 | activation, % at 3 µM | CHO-K1 hM4/Gqi5, Fluo-8 calcium fluorescence; vehicle 0%, full acetylcholine response 100%;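 active = activation above the run mean over all test wells plus 3 SD, cut at about 32% in these data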;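 note: peak over basal fluorescence ratio per well then scaled between controls; 0% = DMSO wells and 100% = acetylcholine at EC100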
IDE inh: cellular human IDE inhibition; P14735; AID 434962; inhibition, % at 5.59 µM; HEK cells, FAbetaB cleavage, fluorescence polarization; hit rate 0.41% among 320,000;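 active = percent inhibition above the average of all tested compounds plus 3 SD, set per screening campaign, cut at about 16% in these data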;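 note: IDE supplied by intact live HEK cells; FP after avidin binding of uncleaved biotin substrate so inhibition keeps polarization high; 0% = DMSO wells and 100% = 60 µM reference IDE inhibitor Ii1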
Target sequence (P14735 whole entry, looked up): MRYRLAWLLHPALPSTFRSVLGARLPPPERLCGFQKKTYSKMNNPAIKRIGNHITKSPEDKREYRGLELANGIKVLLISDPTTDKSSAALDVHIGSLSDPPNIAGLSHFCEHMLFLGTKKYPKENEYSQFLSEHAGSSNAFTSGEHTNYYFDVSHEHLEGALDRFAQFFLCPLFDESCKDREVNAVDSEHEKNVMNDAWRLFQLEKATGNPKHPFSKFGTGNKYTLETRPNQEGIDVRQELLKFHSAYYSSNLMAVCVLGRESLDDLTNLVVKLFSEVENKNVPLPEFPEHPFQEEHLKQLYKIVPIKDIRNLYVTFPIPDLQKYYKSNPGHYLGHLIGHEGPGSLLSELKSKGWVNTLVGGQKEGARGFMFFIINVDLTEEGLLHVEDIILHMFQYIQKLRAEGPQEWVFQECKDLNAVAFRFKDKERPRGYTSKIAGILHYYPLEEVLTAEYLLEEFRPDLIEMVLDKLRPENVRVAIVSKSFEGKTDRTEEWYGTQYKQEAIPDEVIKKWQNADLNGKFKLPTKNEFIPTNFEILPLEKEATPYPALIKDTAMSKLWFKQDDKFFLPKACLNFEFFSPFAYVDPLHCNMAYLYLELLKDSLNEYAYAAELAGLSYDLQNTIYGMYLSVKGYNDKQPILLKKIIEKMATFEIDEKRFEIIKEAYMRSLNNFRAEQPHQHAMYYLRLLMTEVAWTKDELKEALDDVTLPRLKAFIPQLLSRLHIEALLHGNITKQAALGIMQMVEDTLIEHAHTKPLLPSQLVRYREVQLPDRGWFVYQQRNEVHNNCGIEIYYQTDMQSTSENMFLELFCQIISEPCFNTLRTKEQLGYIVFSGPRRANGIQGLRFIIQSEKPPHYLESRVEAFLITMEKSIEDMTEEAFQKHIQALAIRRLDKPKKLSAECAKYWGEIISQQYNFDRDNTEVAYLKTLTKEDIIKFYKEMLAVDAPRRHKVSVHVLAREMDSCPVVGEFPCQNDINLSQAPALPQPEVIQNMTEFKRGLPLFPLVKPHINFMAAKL
M5 ag: CHRM5 agonism in calcium assay; CHO-K1 hM5 cells, Fluo-8 calcium fluorescence; 0% DMSO wells, 100% maximal acetylcholine response; activation, % at 3 µM; hit rate 0.19% among 360,000; AID 624037;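 active = activation above the run's mean over test compounds plus 3 SD, cut at about 23% in these data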;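 note: signal is peak over basal fluorescence ratio across the kinetic read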
CRFBP-R2 block: antagonists of CRF-binding protein/CRF-R2 receptor complex; AID 588475; hit rate 0.59% among 350,000; HEK293 CRF-R2/CRF-BP, CRF-induced calcium fluorescence; inhibition, % at 11.8 µM;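 active = inhibition of the ligand-induced calcium signal above about 50% at the single tested concentration, limit read from the data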
CHRM5 PAM: positive allosteric modulators of human muscarinic M5 receptor. P08912. CHO-K1 hM5, Fluo-8 calcium, ACh EC20 PAM; 0% = ACh EC20, 100% = ACh EC100. activation, % at 3 µM. hit rate 0.3% among 360,000;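 active = activation above the run cutoff, the mean activation of all test compounds plus 3 SD, cut at about 18% in these data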
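System: CHO-K1 hM5 cells. Reagent: acetylcholine, EC20 level. Compound dosing: single dose, 3 µM nominal final test concentration. Timing: Post-acetylcholine fluorescence recording 140 s. Detection: Fluo-8 calcium fluorescence. Read-out: % activation, ACh-normalized. Benchmarks: ACh EC20 and EC100 wells. Repeats: singlicate, one well per test compound.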
CRFBP-R2 agonist: CRF-BP/CRF-R2 complex agonism; HEK293 CRF-R2/CRF-BP, calcium dye fluorescence (FLIPR); percent of saturating CRF peptide response; activation, % at 13.2 µM; hit rate 0.46% among 350,000;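 active = activation of at least 50%, plus an integration ratio under a set limit after plate pattern correction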;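 note: plate controls were neutral control wells without compound for no effect and CRF at EC100 for full effect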
CHRM4 PAM: potentiates acetylcholine response at human M4 receptor; P08173; CHO-K1 hM4/Gqi5, Fluo-8 calcium fluorescence, ACh EC20; 0% = ACh EC20, 100% = maximal ACh; hit rate 0.4% among 360,000; activation, % at 3 µM;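 active = activation above its plate's cutoff, the mean activation of sample wells plus 3 SD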; note: some results filed as inactive read as strong as hits
CHRM5 antagonist: CHRM5 antagonism in calcium assay; AID 624040; hit rate 0.59% among 360,000; inhibition, % at 3 µM; CHO-hM5 cells, Fluo-8 calcium fluorescence, ACh EC80;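 active = inhibition above a per-plate cutoff, the mean of that plate's test compounds plus 3 SD, cut at about 27% in these data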;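 note: 0% = acetylcholine EC80 with DMSO and 100% = DMSO without agonist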
CHRM4 antagonist: CHRM4 antagonism in calcium assay | CHO-hM4 cells, ACh EC80, Fluo-8 calcium fluorescence | P08173 | inhibition, % at 3 µM | hit rate 0.73% among 360,000 | AID 624125;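 active = inhibition above its plate's cutoff, the mean inhibition of sample wells plus 3 SD, cut at about 27% in these data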;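 note: 0% = acetylcholine EC80 with DMSO and 100% = DMSO without agonist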
The depositor's hits bear a star; x = no result given. This is a random part of the collection, and some 2.9% of all compounds hit somewhere here.

molecule | M4 ag | IDE inh | M5 ag | CRFBP-R2 block | CHRM5 PAM | CRFBP-R2 agonist | CHRM4 PAM | CHRM5 antagonist | CHRM4 antagonist
O=C(COc1ccc(-c2nnco2)cc1)Nc1ccc(C(F)(F)F)cc1 | 8.3 | 2.6 | 4.2 | 9.7 | -0.8 | -0.7 | 2.9 | 0.7 | -15.2
CCCCN(C(C)=O)c1ccc2c(c1)C1CC2CCN1C(=O)OCc1ccccc1 (stereo unspecified) | 4.9 | x | 0.2 | 10.1 | -5.4 | 0.6 | -9.6 | 8.0 | 11.8
CC(=O)Nc1ccc(NC(=O)C(C)OC(=O)CC2CCCCC2)cc1 (stereo unspecified) | 1.7 | 2.0 | 0.8 | 15.5 | -3.6 | 1.2 | 4.6 | 9.8 | -5.6
CC(C)(C)NC(=O)CN(C(=O)CCC(=O)Nc1nccs1)c1ccc(F)c(Cl)c1 | 0.9 | 0.2 | -1.1 | -5.7 | 9.9 | 1.2 | -1.3 | 2.6 | 13.7
CCCN1C=CC(=CC=C(C#N)C#N)C=C1 | 24.9 | 39.0* | 31.0* | -60.7 | -15.0 | 93.9* | -11.4 | 22.6 | 17.3
CCOC(=O)COc1nc2ccc(Br)cc2c(-c2ccccc2)c1C(C)=O | -0.2 | 0.6 | -3.1 | 31.2 | -4.1 | -2.2 | -5.2 | 4.9 | 3.6
CCC1Sc2ccccc2N(CC(=O)NC2CCCCC2)C1=O (stereo unspecified) | 0.5 | 8.1 | -3.7 | -11.8 | 0.6 | -0.6 | -4.3 | 12.1 | 1.4
O=[N+]([O-])c1cccc(/C=C/c2ccncc2)c1 | 0.5 | -0.3 | -1.6 | 2.3 | 6.2 | -3.0 | 0.5 | 2.3 | -9.3
NC(=O)c1ccccc1NC(=O)COc1ccc2c(c1)OCO2 | 6.6 | -2.0 | -0.3 | -7.2 | -3.5 | 0.1 | -4.1 | 5.9 | -10.4
COC(=O)Cc1ccc(NC(=S)NN2CCOCC2)cc1 | 0.8 | 6.0 | -3.0 | 0.9 | -0.9 | 3.7 | 12.8 | 0.1 | 14.8

The closing two records of the section before come first, to join the parts:
molecule | M4 ag | IDE inh | M5 ag | CRFBP-R2 block | CHRM5 PAM | CRFBP-R2 agonist | CHRM4 PAM | CHRM5 antagonist | CHRM4 antagonist
NC(=O)c1ccccc1NC(=O)COc1ccc2c(c1)OCO2 | 6.6 | -2.0 | -0.3 | -7.2 | -3.5 | 0.1 | -4.1 | 5.9 | -10.4
COC(=O)Cc1ccc(NC(=S)NN2CCOCC2)cc1 | 0.8 | 6.0 | -3.0 | 0.9 | -0.9 | 3.7 | 12.8 | 0.1 | 14.8
O=C(NC1CCN(Cc2ccccc2)CC1)c1cccc(S(=O)(=O)Nc2cc(C(F)(F)F)ccc2Cl)c1 | 4.7 | -0.8 | -1.8 | -9.2 | -4.8 | -3.1 | -5.0 | 2.8 | -2.5
CCN(C(=O)COC(=O)c1ccccc1OCc1ccc(Cl)cc1)C1CCS(=O)(=O)C1 (stereo unspecified) | 3.8 | 5.2 | 2.5 | -16.4 | 5.5 | -1.1 | 0.6 | -2.9 | 4.3
CC(=O)N/C(=N/c1nc(C)cc(C)n1)Nc1cccc(C)c1 | 0.1 | 5.9 | 0.2 | -1.9 | -2.3 | -2.2 | -4.0 | 6.7 | 1.0
COc1ccc(S(=O)(=O)N2CCN(C(=O)c3cccs3)CC2)cc1OC | 0.1 | -2.8 | 1.6 | 22.7 | -1.6 | -1.9 | -5.9 | 4.0 | 15.4
CC(=O)NC12CC3CC(C1)CC(C(=O)N1CCN(S(=O)(=O)c4cccs4)CC1)(C3)C2 | 1.6 | -0.5 | -0.3 | 0.9 | -2.4 | -0.5 | -4.0 | 9.8 | 1.7
CC(=O)NC(=S)Nc1ccc(NC(=O)c2cccs2)cc1 | 2.6 | -2.6 | 1.9 | -2.1 | 2.5 | -2.7 | 4.1 | -1.1 | 5.7
C=CCN(CC=C)C(=O)c1cccc(OC2CCN(CC(C)(C)C)CC2)c1 | 0.5 | 4.1 | -8.2 | 3.6 | -4.5 | -0.9 | -5.4 | 3.5 | -2.4
Cn1c(SCC(=O)O)nnc1-c1ccc(NC(=O)c2ccc(Cl)c(Cl)c2)cc1 | 0.1 | 6.2 | -0.4 | 1.5 | 8.1 | -1.1 | -2.0 | -9.1 | -0.7
Cc1ccc(CN2CC(N3CCCC3)CS2(=O)=O)cc1 (stereo unspecified) | -0.5 | x | 0.2 | x | -3.2 | x | 2.2 | 4.1 | -4.6
O=C(Cn1cnc2ccccc2c1=O)NCCC(=O)Nc1ccc(F)cc1 | 1.4 | -0.2 | -1.4 | 2.6 | 0.4 | -0.4 | 0.4 | 4.5 | -4.9

The list goes on:
molecule | M4 ag | IDE inh | M5 ag | CRFBP-R2 block | CHRM5 PAM | CRFBP-R2 agonist | CHRM4 PAM | CHRM5 antagonist | CHRM4 antagonist
COc1ccc(CN2C(=O)CCC2(C)C(=O)NC2CCCC2)c(OC)c1 (stereo unspecified) | 0.6 | 1.3 | 3.4 | 3.6 | 0.8 | -0.7 | 1.6 | 1.8 | -4.3
COc1ccc(S(=O)(=O)N(C)CC(=O)N2CCN(C)CC2)cc1Cl | 1.1 | 2.2 | -4.0 | -2.6 | -3.0 | 1.9 | 1.4 | 13.8 | -1.0
CCOC(=O)C1=C(C)Nc2ccccc2N=C1NC(=O)c1cccc(S(=O)(=O)NCc2ccccc2)c1 | 6.2 | 3.2 | 1.1 | 0.1 | -4.3 | -0.2 | -6.1 | -0.5 | 6.0
Cc1cc(C)n(-c2nc3c(c(=O)[nH]c(=O)n3C)n2CCc2ccccc2)n1 | 1.5 | -5.4 | -6.4 | -1.8 | -2.7 | 0.0 | 2.5 | -9.5 | -1.7
Cc1c(C(=O)NCC2COc3ccccc3O2)oc2ccc(S(=O)(=O)N3CCOCC3)cc12 (stereo unspecified) | 16.3 | 8.8 | 6.5 | -15.3 | -21.3 | 7.8 | -13.1 | 24.2 | 20.7
COC(=O)c1sc(S(=O)(=O)N2CCCCC2)c(C(=O)OC)c1C | -1.6 | 1.2 | -8.0 | 14.4 | -0.1 | 0.5 | -2.1 | 2.6 | -0.9
Cc1ccc(-c2nn(-c3ccccc3)cc2CC(=S)N2CCOCC2)cc1 | 0.5 | 4.0 | 2.4 | -17.9 | -0.7 | -0.2 | -0.1 | 3.1 | -0.4
COc1ccccc1C1CC(=O)NC(C)=C1C(=O)OCC1CCCO1 (stereo unspecified) | 1.9 | 0.0 | -6.1 | -3.0 | 4.0 | 0.2 | 15.5 | -7.2 | 3.1
O=C(CNC(=O)c1ccccc1F)OCC(=O)N1CCCCC1 | 0.6 | 1.8 | 0.7 | 0.7 | 4.9 | -2.5 | 5.9 | -0.9 | 2.8
Cc1ccnc(NC(c2ccncc2)c2c(C)[nH]c3ccccc23)c1 (stereo unspecified) | 0.3 | 1.8 | -1.4 | -21.3 | -1.9 | 0.6 | -1.2 | 3.9 | 1.9

Continued:
molecule | M4 ag | IDE inh | M5 ag | CRFBP-R2 block | CHRM5 PAM | CRFBP-R2 agonist | CHRM4 PAM | CHRM5 antagonist | CHRM4 antagonist
COc1ccc(-n2nc3c(N4CCC(C(=O)NC5CCCCC5)CC4)nnc(C)c3c2C)cc1 | -1.8 | 0.6 | -7.9 | 8.1 | -2.8 | -5.8 | 0.6 | 3.5 | 1.1
O=C(CSc1ncccn1)NC(=O)c1ccccc1 | 0.9 | 1.4 | 0.2 | 1.0 | 2.7 | -0.9 | 6.8 | 5.3 | -1.7
Cc1ccc(CCNC(=O)CSCc2ccc(F)cc2)cc1 | -0.6 | 3.7 | -6.4 | 2.3 | 1.5 | -2.8 | -3.0 | 8.0 | 3.7
CC1(C)C(=O)NCCN1C(=O)CSc1nccc(-c2ccc(Br)cc2)n1 | 3.1 | 0.2 | 4.5 | 5.8 | -7.3 | -1.1 | 7.8 | 8.6 | 0.9
CC1SCC(=NOCc2ccccc2)CS1 (stereo unspecified) | -0.7 | 6.7 | 3.1 | 0.9 | 5.7 | 0.6 | -3.1 | 6.3 | 3.7
Cc1ccc(CN(C)C(=O)CC2C(=O)NCCN2CC2CCCCC2)cc1 (stereo unspecified) | 0.8 | 4.8 | -3.6 | -9.9 | -1.5 | 0.1 | 4.2 | 3.9 | 1.9
O=C(CNC(=O)c1ccccn1)N/N=C/c1ccccc1 | 0.8 | 2.6 | -4.6 | 9.7 | 2.7 | 0.3 | 6.9 | -2.9 | -4.8
O=C(CSc1nnc(-c2cccs2)n1CC1CCCO1)N1CCCC1 (stereo unspecified) | 0.2 | -1.7 | 0.3 | 2.7 | -5.3 | -0.2 | -3.4 | 12.5 | 1.3
Oc1ccc2cccnc2c1 | -0.4 | -4.5 | -2.5 | -69.7 | -1.6 | 44.5 | -2.3 | 3.8 | 1.1
COc1ccc(-n2ccnc2SCC(=O)NO)cc1 | 1.8 | 4.1 | -1.6 | -11.8 | 17.0 | 1.4 | 18.5 | -7.3 | -6.5

The list goes on.
molecule | M4 ag | IDE inh | M5 ag | CRFBP-R2 block | CHRM5 PAM | CRFBP-R2 agonist | CHRM4 PAM | CHRM5 antagonist | CHRM4 antagonist
COC(=O)c1c(NC(=O)/C=C/C(=O)O)sc(C)c1-c1ccc(C(C)C)cc1 | -0.1 | -0.7 | -0.9 | -20.4 | -3.4 | -1.3 | -4.1 | 6.7 | 7.1
Cc1ccc(C(=O)C(C)OC(=O)CNS(=O)(=O)c2ccc(C)cc2)cc1 (stereo unspecified) | 2.1 | -0.6 | 0.7 | -0.9 | -3.6 | -1.9 | -6.1 | -2.9 | 13.0
Cc1ncc(CN2CCCC(C(=O)Nc3ccc(-c4cccc(F)c4)cc3)C2)n1C (stereo unspecified) | 7.0 | 2.3 | -6.6 | -5.3 | -15.4 | -0.4 | -16.1 | 6.5 | 32.8*
Cc1ccc2c(=O)cc(C(=O)Nc3ccc(S(=O)(=O)Nc4onc(C)c4C)cc3)oc2c1 | 0.7 | -7.1 | -5.5 | 0.6 | -2.9 | -0.6 | 1.6 | 13.1 | -2.0
CC(C)c1nc2cc(Cl)ccc2n(Cc2ccccc2)c1=O | -1.2 | 5.5 | -4.0 | -1.1 | -4.9 | -0.4 | -4.6 | 8.9 | -2.5
CN1C(=O)[C@H]2[C@@H](c3ccc(C(F)(F)F)cc3)N[C@]3(CCCN(Cc4ccc(Br)cc4)C3=O)[C@H]2C1=O | 1.7 | x | -2.9 | 0.1 | 2.8 | -1.3 | 8.0 | -5.7 | -29.4
Cc1cc(C)cc(NC(=O)CCN2C(=O)c3ccccc3S2(=O)=O)c1 | 4.8 | 0.1 | -0.1 | 35.4 | -8.1 | -13.2 | -0.3 | 1.4 | -2.8
CCOC(=O)C1CCCN(C2=C(NS(=O)(=O)c3ccc(Br)cc3)C(=O)c3ccccc3C2=O)C1 (stereo unspecified) | 8.8 | 2.6 | 7.5 | -3.0 | -9.0 | 0.5 | -8.7 | 5.9 | -0.8
COc1ccc(CC(=O)N(C)CC(=O)Nc2ccccc2C(F)(F)F)cc1S(=O)(=O)N1CCOCC1 | 0.6 | -1.1 | 1.0 | -10.4 | 1.8 | -1.7 | 0.1 | 1.2 | -1.4
CCCN1CCN(C2CCCCC2NS(=O)(=O)c2ccccc2)CC1 (stereo unspecified) | -1.5 | 3.0 | -6.6 | 9.7 | -0.6 | -0.6 | -1.7 | -0.1 | -20.8
COc1cccc(/C=N\n2c(C)nnc2C)c1OC | -0.3 | 1.6 | 0.1 | -4.3 | 1.4 | -0.6 | -0.3 | -3.1 | 5.3
